MCF10A rerep: A quantitative high throughput screen for small molecules that induce DNA re-replication in MCF 10a normal breast cells | MCF 10A DNA re-replication, Hoechst nuclear intensity, 48 h | Potency, µM (titrated, usually from 46.1 µM), for the others: at the top dose activity, positive = re-replication, actives largely listed as activators | 350,000 compounds, 2.9% hits; note: % of control where 0% means no effect; nearly all actives have a fitted effect of over 50% in size
S2 tox: Viability Counterscreen for Primary qHTS for Inhibitors of ATXN expression; S2 cells (HEK-293 line with an ATXN2-luciferase reporter) viability, CellTiter-Fluor protease fluorescence, 24 h; AID 651635, 2014; Potency, µM (doses to about 56.7 µM), hits mostly cytotoxic; 400,000 compounds, 0.49% hits; note: nearly all actives have a fitted effect of over 40% in size
ATXN2 expr inh: Primary qHTS for Inhibitors of ATXN expression; HEK-293 ATXN2-luciferase reporter, luminescence, 24 h; AID 1745845, 2022; 360,000 compounds, 0.72% hits; Potency, µM (highest dose often 57 µM), for inactives: at the highest dose activity change, negative = inhibition, usual class: inhibitors; note: % is set by controls: 0 for no effect and ±100 for the full control effect; nearly all actives have a fitted effect of over 55% in size
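ATXN2-luciferase reporter cells (luciferase flanked by upstream and downstream ATXN2 gene portions) were treated 24 h at 37 °C with compounds at up to 57 uM. SteadyGlo luminescence gave expression; GF-AFC fluorescence gave viability.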
HepG2 viability: qHTS for Inhibitors of TGF-b: Cytotox Counterscreen; HepG2 CAGA-GFP viability, ATP luminescence, 18 h; 410,000 compounds, 0.76% hits; Potency, µM (series often up to 46.1 µM), without a hit: at the top dose activity change, negative = cytotoxicity, usual class: cytotoxic; note: some results filed as inactive show a strong effect at the top dose
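HepG2 CAGA-GFP cells (1000/well, DMEM with 1% FBS) received compound, then TGF-beta at 500 pg/mL final, and were incubated 18 hours at 37 degrees C. Viability was read by CellTiter-Glo luminescence. Media-only wells were set as complete cell-killing and DMSO as no toxicity.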
Nrf2 inh: Nrf2 qHTS screen for inhibitors. 360,000 compounds, 2.1% hits. Potency, µM (highest dose often 46 µM), inactives show at the highest dose activity change, negative = inhibition, hits mostly inhibitors. A549 ARE-Fluc reporter, luciferase luminescence, 18-24 h. AID 504444, 2011; note: % is set by controls: 0 for no effect and ±100 for the full control effect; nearly all actives have a fitted effect of over 60% in size
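A549 ARE_Fluc cells, 5000/well, 5% FBS OPTI-MEM; compounds in dose-response, 18-24 h at 37 °C/5% CO2; CellTiter-Fluor viability read (Ex 405/Em 525), then BugLite luciferase luminescence = Nrf2 activity.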
TGFb SMAD3 inh: qHTS for Inhibitors of TGF-b. Potency, µM (titrated, usually from 46.1 µM), for inactives: top-dose activity, negative = inhibition, most hits filed as inhibitors. HepG2 CAGA-GFP TGF-b/SMAD3 reporter, GFP fluorescence, 18 h; TGF-beta stimulated, 500 pg/mL final. 410,000 compounds, 1.2% hits. AID 588855, 2011; note: % is set by controls: 0 for no effect and ±100 for the full control effect; nearly all actives have a fitted effect of over 65% in size
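TGF-beta reporter screen: HEPG2 CAGA-GFP, 1% FBS, 500 pg/mL TGF-beta final, 18 h; per-cell GFP summed per well; curves fitted and categorized by class.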
A549 viability: Nrf2 qHTS screen for inhibitors: counterscreen for cytotoxicity; Potency, µM (doses to about 46 µM), for inactives: at the top dose activity change, negative = cytotoxicity, actives largely listed as inhibitors; 390,000 compounds, 0.16% hits; A549 ARE-Fluc cells, CellTiter-Fluor viability, 18-24 h; AID 504648, 2011; note: % is set by controls: 0 for no effect and ±100 for the full control effect
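A549 ARE-Fluc cells in 5% FBS OPTI-MEM, 5000 cells/well, rested 2 h then exposed to compounds in concentration-response for 18-24 h at 37 °C. Viability by CellTiter-Fluor fluorescence (Ex 405/Em 525) after 30 min; luciferase luminescence (BugLite, 15 min, RT) read afterwards.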
EPAC2 antag: qHTS for Antagonist of cAMP-regulated guanine nucleotide exchange factor 2 (EPAC2): primary screen. Rap guanine nucleotide exchange factor 4 (Homo sapiens), Q8WZA2. EPAC2 GEF exchange of Rap1B-BODIPY-GDP, fluorescence. Potency, µM (series often up to 114 µM), for the others: at the top dose activity, negative = inhibition, usual class: inhibitors. 360,000 compounds, 0.18% hits; note: % is set by controls: 0 for no effect and ±100 for the full control effect; nearly all actives have a fitted effect of over 45% in size; many of its hits are not listed in these tables
Target sequence (Q8WZA2 whole entry, looked up): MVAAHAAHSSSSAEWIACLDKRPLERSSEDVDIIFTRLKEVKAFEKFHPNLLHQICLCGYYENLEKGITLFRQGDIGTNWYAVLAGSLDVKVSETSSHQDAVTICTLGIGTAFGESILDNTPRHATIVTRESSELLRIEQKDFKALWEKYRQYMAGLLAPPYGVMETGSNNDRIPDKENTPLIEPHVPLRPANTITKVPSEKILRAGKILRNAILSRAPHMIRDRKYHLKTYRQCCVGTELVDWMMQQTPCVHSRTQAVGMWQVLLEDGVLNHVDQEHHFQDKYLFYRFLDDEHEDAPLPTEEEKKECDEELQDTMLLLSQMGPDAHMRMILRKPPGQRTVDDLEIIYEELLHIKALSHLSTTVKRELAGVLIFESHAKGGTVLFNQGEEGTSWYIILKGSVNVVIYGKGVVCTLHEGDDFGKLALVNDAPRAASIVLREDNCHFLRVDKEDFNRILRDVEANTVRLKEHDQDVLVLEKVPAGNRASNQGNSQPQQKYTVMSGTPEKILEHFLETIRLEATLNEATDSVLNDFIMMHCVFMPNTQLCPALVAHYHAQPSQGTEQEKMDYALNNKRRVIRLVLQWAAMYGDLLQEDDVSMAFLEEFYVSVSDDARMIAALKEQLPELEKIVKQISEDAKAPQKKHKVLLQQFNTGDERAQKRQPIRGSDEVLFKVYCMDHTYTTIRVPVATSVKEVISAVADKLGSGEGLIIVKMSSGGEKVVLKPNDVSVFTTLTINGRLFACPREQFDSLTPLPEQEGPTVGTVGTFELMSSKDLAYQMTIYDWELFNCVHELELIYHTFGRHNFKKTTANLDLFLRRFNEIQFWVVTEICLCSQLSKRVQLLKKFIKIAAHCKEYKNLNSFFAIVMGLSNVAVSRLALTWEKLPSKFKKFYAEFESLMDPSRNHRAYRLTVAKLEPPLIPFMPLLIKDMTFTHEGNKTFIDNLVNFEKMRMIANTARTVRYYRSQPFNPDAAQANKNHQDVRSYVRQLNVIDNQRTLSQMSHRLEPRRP
Nrf2 ARE act: qHTS of Nrf2 Activators | AREc32 ARE-luciferase reporter (MCF7-derived line), luminescence, 24 h | Potency, µM (highest dose often 46.1 µM), without a hit: at the highest dose activation, usual class: activators | 410,000 compounds, 0.31% hits | AID 624171, 2012; note: % of control where 0% means no effect; nearly all actives have a fitted effect of over 65% in size
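For detection, Steady-Glo was added and plates sat 30 min at RT; before that, AREc32_Fluc cells grown overnight in OPTI-MEM/5% FBS had been treated with 23 nL compound for 24 hr at 37 deg C.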
Numbers without * were called inactive; i = inactive; ? = inconclusive; / = no result given; & = joins results of further samples; [ ] = remark or other dose. Calls come from the whole dose curve; as a rule, active = well fitted curve in the direction sought with a large enough effect; inconclusive = small, poorly fitted or top-dose-only effect, or another doubt; inactive = no such curve, though single readings can be large; an effect the other way counts as inactive or inconclusive. Potency is the fitted concentration of half-maximal effect. A portion of the library; count on the stated rates, not on these rows.

#	SMILES	A549 viability	S2 tox	TGFb SMAD3 inh	Nrf2 ARE act	EPAC2 antag
1	CC(NC(=O)c1ccccc1)C(=O)NC1=NCCS1 (configuration not stated)	-9%	i	-22%	-0.2%	13%
2	O=C(OCCNC(=O)c1ccc2ccccc2n1)c1ccc(F)cc1	9%	i	-3%	2.6%	-15%
3	NC(=O)C1CCN(CC(=O)Nc2ccccc2C(=O)NC2CC2)CC1	0%	i	0%	-1.2%	2%
4	Cc1ccc(NC(=O)c2c(F)cccc2Cl)cc1S(=O)(=O)N1CCOCC1	4%	i	6%	0.2%	-2%
5	Cc1ccc(NC(=O)c2ccc(Cl)c(S(=O)(=O)N3CCCCC3)c2)nc1	-7%	i	-20%	-1.1%	-2%
6	O=C(Cc1ccc(N2CCNC2=O)cc1)N1CCCC(Nc2ccc(F)c(F)c2)C1 (configuration not stated)	-12%	i	-24%	0.0%	1%
7	CCC(C)C(NC(=O)C1CCC(C)CC1)C(=O)NCc1ccccn1 (configuration not stated)	-4%	i	-1%	0.3%	1%
8	Cc1cc(C)c2c(CC(=O)N(CCC#N)Cc3cccnc3)coc2c1	-13%	i	-6%	-0.3%	1%
9	O=C(CN1CCC(C(=O)c2ccc(F)cc2)CC1)Nc1ccc(F)cc1	-6%	i	0%	-0.4%	-6%
10	CCCn1c(O)c(N=NC(=O)CNC(=O)c2ccncc2)c2ccccc21	0%	i	-8%	1.2%	-5%
11	COc1cc(C(=O)N2CCN(c3ncnc4sc(C)c(C)c34)CC2)cc(OC)c1OC	?	i	-13%	0.2%	-5%
12	O=S(=O)(c1ccc(Cl)cc1)N1CCN(c2nc(-c3ccc(Cl)cc3)nc3ccccc23)CC1	-2%	/	-8%	/	/
13	CNC(=S)N1CCC(C(=O)c2ccc(Cl)cc2)CC1	/	i	8%	-1.2%	-9%
14	COC(=O)c1ccc(NC(=O)C[n+]2ccccc2)cc1	-1%	i	0%	-0.7%	2%
15	Cc1ccc(CN2CCN(CC(=O)Nc3ccc(C)c(C)c3)S2(=O)=O)cc1	7%	/	-27%	0.9%	/

#	MCF10A rerep	HepG2 viability	ATXN2 expr inh	Nrf2 inh
1	2%	1%	4%	13%
2	-3%	-8%	-12%	/
3	3%	12%	10%	-16%
4	28%	1%	-5%	-11%
5	17%	-16%	-20%	21µM*
6	?	-1%	-19%	7%
7	1%	1%	-7%	-6%
8	12%	-29%	6%	?
9	13%	-22%	-15%	?
10	-2%	-14%	0%	-1%
11	1%	-22%	?	10µM*
12	/	-21%	/	-13%
13	/	3%	/	/
14	-2%	0%	6%	-12%
15	/	-20%	/	10%

From compound 1 as far as 3, as listed above:
#	SMILES	A549 viability	S2 tox	TGFb SMAD3 inh	Nrf2 ARE act	EPAC2 antag
1	CC(NC(=O)c1ccccc1)C(=O)NC1=NCCS1 (configuration not stated)	-9%	i	-22%	-0.2%	13%
2	O=C(OCCNC(=O)c1ccc2ccccc2n1)c1ccc(F)cc1	9%	i	-3%	2.6%	-15%
3	NC(=O)C1CCN(CC(=O)Nc2ccccc2C(=O)NC2CC2)CC1	0%	i	0%	-1.2%	2%

#	MCF10A rerep	HepG2 viability	ATXN2 expr inh	Nrf2 inh
1	2%	1%	4%	13%
2	-3%	-8%	-12%	/
3	3%	12%	10%	-16%

(continued)
#	SMILES	A549 viability	S2 tox	TGFb SMAD3 inh	Nrf2 ARE act	EPAC2 antag
16	CC(=O)N(CC1CCCO1)c1nnc(-c2ccccn2)s1 (configuration not stated)	-17%	i	10%	0.5%	2%
17	COc1ccc(NC(=O)Cn2c(=O)n(-c3ccc(OC)c(OC)c3)c(=O)c3ccccc32)cc1	3%	i	4%	-0.7%	/
18	COc1ccc(OC(C)C(=O)N(C)Cc2nc(-c3ccc(OC)cc3)no2)cc1 (configuration not stated)	-13%	i	2%	-0.8%	-8%
19	O=C(NCCc1ccco1)C(=O)NCC1OCCCN1S(=O)(=O)c1cc(F)ccc1F (configuration not stated)	0%	i	3%	-0.4%	1%
20	CC(C)CCN1NC2(CCC(C)CC2)NC1=S (configuration not stated)	0%	i	-3%	0.7%	8%
21	O=C(Nc1ccccc1C(=O)N1CCCCC1)c1cc(F)c(F)cc1Cl	5%	i	?	2.0%	-8%
22	C[C@H](O)[C@@H]1CN2CCc3c([nH]c4ccccc34)[C@@H]2C[C@@H]1N(C)C(=O)Nc1ccc(F)cc1	/	i	-14%	3.7%	9%
23	COCCn1c(=NC(=O)C(C)(C)C)sc2cc([N+](=O)[O-])ccc21	9%	i	-2%	0.1%	15%
24	CCOc1ccc2nc(NCCO)[nH]c2c1	16%	i	?	2.8%	13%
25	Cc1ccnc(NC(=O)CNC(=O)c2sc3ccccc3c2Cl)c1	1%	?	-10%	4.7%	3%
26	COc1ccc(OC)c(NC(=O)c2ccc3c(Cl)c4c(nc3c2)CCCC4)c1	-9%	i	-12%	-1.2%	/
27	Cc1ccc(NC(=O)CNS(=O)(=O)c2ccc(F)cc2)cc1C	8%	i	-1%	0.3%	-12%
28	COc1cccc(NC(=O)CCS(=O)(=O)c2ccc3c(c2)oc(=O)n3C)c1	2%&-4%	i	24%&-17%	-0.4%&2.8%	4%
29	N=C1/C(=C\c2ccc(-c3ccc(C(=O)O)cc3)o2)C(=O)N=C2SC=C(c3ccccc3)N12	-16%	i	11%	-0.9%	29%
30	CCc1ccc2nc3nc(C)cc(C)c3c(N)c2c1	21%	/	13µM*	9.3%	-4%

#	MCF10A rerep	HepG2 viability	ATXN2 expr inh	Nrf2 inh
16	-1%	8%	10%	0%
17	/	-3%	-4%	?
18	9%	2%	-16%	?
19	0%	0%	-6%	-3%
20	-4%	0%	-4%	-3%
21	16%	-28%	7%	11%
22	/	-31%	-5%	/
23	-2%	8%	23%	?
24	12%	0%	0%	/
25	23%	-4%	45%[activator]	?
26	/	-2%	-8%	18%
27	0%	4%	/	-12%
28	-1%	-2%&-27%	-1%&9%	8%&9%
29	?	2%	16%	12%
30	-14%	-42%	?	?

Full records, looked up by structure.
`CC(=O)N(CC1CCCO1)c1nnc(-c2ccccn2)s1` (configuration not stated) across the screens: A549 viability = -17%; S2 tox = i; TGFb SMAD3 inh = 10%; Nrf2 ARE act = 0.5%; EPAC2 antag = 2%; MCF10A rerep = -1%; HepG2 viability = 8%; ATXN2 expr inh = 10%; Nrf2 inh = 0%
`CC(C)CCN1NC2(CCC(C)CC2)NC1=S` (configuration not stated) across the screens: A549 viability = 0%; S2 tox = i; TGFb SMAD3 inh = -3%; Nrf2 ARE act = 0.7%; EPAC2 antag = 8%; MCF10A rerep = -4%; HepG2 viability = 0%; ATXN2 expr inh = -4%; Nrf2 inh = -3%

More structures follow.
#	SMILES	A549 viability	S2 tox	TGFb SMAD3 inh	Nrf2 ARE act	EPAC2 antag
31	O=C(NN=C1c2ccccc2-c2ccccc21)c1ccccc1	-25%	i	-10%	4.2%	-7%
32	c1csc(C2=Nn3c(nnc3-c3ccncc3)SC2)c1	-4%	i	?	3.0%	11%[57.1 µM]
33	CC(/C=N\NC(=O)c1ccc(C)nc1)=C\c1ccccc1	-3%	?	0%	0.6%	2%
34	Cc1nc(-c2cccc(F)c2)sc1CCNC(=O)c1ccc(F)c(F)c1	3%	i	?	7.1%	/
35	CCc1ccc(CN2CCCC(CNC(=O)c3cc(OC)cc(OC)c3)C2)cc1 (configuration not stated)	10%	?	-12%	-0.8%	5%
36	Cc1csc(=Nc2ccccc2)n1C	2%	?	-2%	0.1%	5%
37	Cc1ccc2[nH]c3c(=O)n(CC(=O)NCCCN4CCN(c5ccc(F)cc5)CC4)ncc3c2c1	1%&-1%	i	-18%&6%	-0.3%&0.2%	10%
38	O=C(CNC(=S)NC(=O)c1ccc(Cl)cc1)c1ccccc1	11%	i	-9%	2.9%	1%
39	C=CCOc1ccc(/C=N/NC(=O)CC(=O)NC2CCCCC2)cc1	-15%	i	2%	-0.3%	-4%
40	Cc1cccc(C)c1OCC(=O)Nc1ccccc1N1CCCCC1	13%	i	?	-0.4%	10µM*
41	CCc1cccc2c(C(=O)CN3C(=O)C(=O)N(C4CCCC4)C3=O)c[nH]c12	-6%	?	-3%	-0.4%	0%
42	CC(C)(C)C(=O)N1CCC(O)(CS(=O)(=O)Cc2ccccc2)CC1	-4%	i	1%	-0.2%	3%
43	CCCCSc1nnc(-c2cc3c(C(F)(F)F)nn(C)c3s2)n1C	0%	i	-10%	0.0%	16%
44	Cc1ccc(Cc2c(-c3ccco3)nc3ccc(C)cn23)cc1	/	?	?	22%	?
45	COc1ccc(C2NC(=O)c3c(sc4c3CCN(C)C4)N2)cc1O (configuration not stated)	0%	i	9%	6.1%	/
46	CCCc1n(CC(O)COC2CCCCC2)c2ccccc2[n+]1C (configuration not stated)	1%	i	-4%	-0.2%	14%
47	CCOC(=O)c1ccc(-c2ccc(N3C(c4cccc(OC)c4)=Cc4ccc(F)cc4C3CC(C)=O)cc2)cc1F (configuration not stated)	/	i	/	-2.2%	1%

#	MCF10A rerep	HepG2 viability	ATXN2 expr inh	Nrf2 inh
31	29%	-24%	-11%	?
32	7%	-39%	27%	16µM*
33	-9%	5%	-7%	16%
34	/	-23%	-26%	/
35	-2%	-33%	-26%	1%
36	-1%	7%	-4%	9%
37	?	-9%&0%	15%&4%	-12%&24%
38	-28%	-46%	23%	6%
39	-1%	-3%	-1%	9%
40	?	-41%	-15%	-16%
41	16%	-14%	-5%	-15%
42	1%	3%	0%	-1%
43	24%	-6%	-3%	-25%
44	/	-53%	-12%	/
45	/	-8%	5%	-1%
46	?	0%	-10%	?
47	/	/	-33%	/

High-throughput results as filed in PubChem.
